# XIAP displacement – XIAP antagonists, biochemical, IAP family, fluorescence polarization (AID 1018); XIAP BIR domain, fluorescence polarization peptide displacement; higher % means a stronger effect; one-dose displacement, % at 20 µM; IC50 in µM for titrated hits; actives 0.007% (n = 200,000); in the data active = displacement above about 50%; also: a part of the inactive calls stands beside numbers as strong as those of hits
# Hep lipid drop – modulators of hepatic lipid droplet formation. inhibition, % at 6.5 µM. actives 0.4% (n = 240,000). AID 1656. AML12 mouse hepatocytes, oleate lipid droplets, BODIPY imaging;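 active = lipid droplet intensity inhibited by at least 50%, with more than 500 cells counted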
#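 Assay system: AML12 mouse liver cells | Compound: 6.5 µM single-point dosing | Schedule: Overnight exposure | Technique: Fluorescence imaging, 20x objective, two fields per well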
# Dynein cargo inh – blocks dynein driven cargo transport along microtubules; AID 1381; z-score, hits read low; actives 0.47% (n = 220,000); 3617.4 mouse cells, GR-EGFP nuclear translocation imaging; test concentration mostly 20 µM; stimulated with dexamethasone, 1 µM; hits give low values;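 active = plate z-score of nuclear minus cytoplasmic receptor signal below a set negative limit, without overly bright fluorescence or cell loss, cut at about -3.5 in these data, passing the limit was not always enough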;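 also: z-score of nuclear minus cytoplasmic ring GR-EGFP intensity difference per well; some compounds called inactive have numbers as strong as hits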
#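 Buffer or medium: tet-free, stripped-serum medium; reagent: dexamethasone at 1.0 µM final, 30 min; incubation: 48 h induction, 1 h compound, 30 min dex at 37 °C; measured by: formaldehyde fixation, Hoechst nuclear stain, 10x automated fluorescence imaging; read-out: nuclear-to-cytoplasmic GR-EGFP distribution per well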
# Insulin prom up – MIN6 insulin promoter up-regulation. z-score at 5 µM. AID 1625. actives 0.3% (n = 190,000). MIN6 insulin promoter-GFP reporter, high-content imaging; hits give high values;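 active = z-score above 3 at 5 µM with at least 500 cells counted in the well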
# MT stabilizer – microtubule stabilization, imaging screen | HeLa tubulin immunostaining HCS, 24 h; share of cells brighter than vehicle mean+2SD | % tubulin-high responders, % at 10 µM | actives 0.83% (n = 200,000);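 active = plate Z-score above 3 for both tubulin-high and condensed-nucleus cell shares, with cell loss under 80%, at 10 µM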;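 also: anti alpha tubulin signal scored within the nucleus-defined area of each cell; some results filed as inactive read as strong as hits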
# b-catenin transl – beta-catenin nuclear translocation modulation; HeLa beta-catenin nuclear translocation, immunofluorescence imaging; nuclear translocation activity, % at 5 µM; actives 0.3% (n = 190,000); AID 1665;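 active = nuclear translocation activity above 50% at 5 µM, with a well cell count of 50 or more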;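 also: per-cell ratio of nuclear to cytoplasmic median beta-catenin stain intensity; plate controls were DMSO negative control for no effect and GSK-3 inhibitor IX positive control for full effect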
#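 test system = HeLa cells, endogenous beta-catenin | dosing = single 5 µM dose plus 0.02–20 µM confirmation series | times = compound treatment 24 h, 37°C, 5% CO2 | technique = beta-catenin immunofluorescence imaging with DAPI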
# ER stress rescue – rescue of cells from ER stress-induced death, primary screen, 384-well, CSM14.1, thapsigargin, ATP luminescence (AID 1222) | cellular ATP content (survival), % at 20 µM; hits with a dose series show EC50 in µM | CSM14.1 thapsigargin-induced death rescue, ATP luminescence; higher % means a stronger effect | 190,000 tested, under 10 active;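 active = EC50 below 50 µM in the dose-response confirmation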;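 also: death triggered by thapsigargin at about 15 µM added after 2 h compound pretreatment; cell ATP read after overnight thapsigargin exposure of roughly 18 to 22 hours; normalized against plate controls of thapsigargin alone and 5% DMSO vehicle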
# Autophagy mod – autophagy modulation, high-content screen | actives 0.98% (n = 190,000) | calls only at 10 µM (by protocol) | MEF GFP-LC3 puncta imaging; test concentration mostly 10 µM;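 active = percentage of spot-positive cells more than 3 SD above its plate mean, without a fluorescence outlier flag or 80% toxicity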;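 also: spot-positive cell cutoff set from DMSO-treated cells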
# WT yeast gro inh – growth inhibition of WT yeast, mitochondrial fusion screen | mitochondrial fusion phenotypic screen, WT strain | inhibition, % at 10 µM | actives 2.1% (n = 190,000) | AID 1362; in the data active = inhibition above about 58%; tested in S. cerevisiae
# WT yeast gro inh mutant strain – second read-out of WT yeast gro inh, no call of its own (marks repeat the call); inhibition, %; mitochondrial fusion phenotypic screen, mutant strain inhibition
# Dynein cargo inh cytoplasmic EGFP – recorded beside Dynein cargo inh, whose call it bears; z-score; measured here: cytoplasmic GR-EGFP intensity; hits give high values
# Dynein cargo inh nuclear GR-EGFP – further read-out of Dynein cargo inh, marked with its call; z-score; measured here: nuclear GR-EGFP intensity;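 lower value marks the stronger effect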
# Dynein cargo inh cell count – further read-out of Dynein cargo inh, marked with its call; z-score; measured here: cell count per field
# Insulin prom up cell count – second read-out of Insulin prom up, no call of its own (marks repeat the call); cell count; measured here: cytotoxicity, nuclei count;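 total cells summed across four imaged fields per well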
# Hep lipid drop cells 6.5 µM – also measured in Hep lipid drop; calls as there; cell count; measured here: cell count, cytotoxicity flag;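 cells counted across two imaged fields per well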
# b-catenin transl cell count 5 µM – also measured in b-catenin transl; calls as there; cell count; measured here: cell count, cytotoxicity flag
# MT stabilizer Hoechst-high % – further read-out of MT stabilizer, marked with its call; % Hoechst-high responders; measured here: nuclear condensation Hoechst responders;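 share of cells brighter than vehicle mean plus two SD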
# MT stabilizer cytotoxicity % – further read-out of MT stabilizer, marked with its call; toxicity, %; measured here: cytotoxicity by cell density;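 0% = mean cell density of plate MIN control wells and 100% = no cells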
# Autophagy mod cell loss 18 h – also measured in Autophagy mod; calls as there; toxicity, %; measured here: cell loss, nuclei count;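 cell loss after 18 h compound exposure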
# Active calls of the source: *; i = inactive; x = no result given.
SMILES,XIAP displacement,Hep lipid drop,Hep lipid drop cells 6.5 µM,Dynein cargo inh,Dynein cargo inh cytoplasmic EGFP,Dynein cargo inh nuclear GR-EGFP,Dynein cargo inh cell count,Insulin prom up,Insulin prom up cell count,MT stabilizer,MT stabilizer Hoechst-high %,MT stabilizer cytotoxicity %,b-catenin transl,b-catenin transl cell count 5 µM,ER stress rescue,Autophagy mod,Autophagy mod cell loss 18 h,WT yeast gro inh,WT yeast gro inh mutant strain
Cc1ccc(S(=O)(=O)NCC2NCCc3ccccc32)cc1 (stereo not drawn),-16%,7,682,-0.51,-0.23,-0.32,1.2,0.43,1227,3.3,2.7,11,1.8,1128,1.1%,i,13,-33,5
ClC1(Cl)CC1Cn1cnc2ccccc21 (stereo not drawn),-4.1%,-13,676,0.38,-0.31,0.11,0.47,-1.4,1139,2.7,1.7,3.7,1.2,1050,-0.2%,i,-23,5,3
c1ccc2c(Nc3ccc4c(c3)OCCO4)c3c(nc2c1)CCC3,-16%,-13,744,0.12,-0.12,0.35,-0.33,-1.3,910,6.7,15,20,4.0,1219,-2.1%,i,3,-18,10
O=c1cc[nH]c2ccc([N+](=O)[O-])cc12,-1.9%,10,706,-1.1,-0.31,-0.68,1.1,-1.7,1521,2.9,1.5,2.8,-4.5,1034,0.1%,i,3,-13,1
COc1ccccc1NC(=O)Cc1noc(CN(C)Cc2cccs2)n1,-4.7%,-45,795,0.86,-0.038,0.5,-1.9,0.02,963,3.2,2.4,7.6,-0.8,1064,-1.6%,i,5,14,-1
Cc1cc(-c2nnc(CCC(=O)NC(C)c3ccccc3Cl)o2)no1 (stereo not drawn),4.9%,-12,714,0.44,-0.34,-0.37,0.09,-1.3,1037,2.7,1.9,11,-0.3,1070,3.9%,i,-7,-7,-9
COc1ccccc1N1CCN(C(=O)c2cc(N3C(=O)C4C5CCC(C5)C4C3=O)ccc2Cl)CC1 (stereo not drawn),-7.9%,7,686,-0.16,-0.22,0.12,-0.48,0.25,1464,2.5,2.2,1.6,-1.3,1106,-2.4%,i,7,-32,3
Cc1cc(C)n(CC(=O)N/N=C/c2cccs2)n1,-3.0%,-1,594,-0.21,-0.21,-0.051,0.98,0.16,1124,2.8,1.8,6.0,2.5,965,-1.3%,i,-7,10,8
Cc1ccccc1NC(=O)c1nn(-c2ccc(F)c(F)c2)ccc1=O,-3.5%,12,677,0.017,-0.25,0.049,0.55,-1,1537,1.7,2.0,6.4,-4.4,1117,1.4%,i,8,2,1
CCc1ccc(-c2nc(CSCC(=O)NCc3ccco3)c(C)o2)cc1,-2.4%,-23,715,-0.65,-0.25,-0.34,0.36,0.41,1252,3.4,1.8,7.2,-0.8,1067,-0.6%,i,6,6,8
CC(=O)Nc1ccc(S(=O)(=O)N2CCSCC2)cc1,-2.0%,x,x,0.34,-0.21,0.53,0.44,0.52,951,1.4,1.1,15,x,x,-1.9%,i,-17,9,0
Cc1cccc(C(=O)NN(C)c2nc(-c3ccccc3)nnc2C(F)(F)F)c1,-6.1%,x,x,-0.41,-0.17,-0.31,0.39,0.27,1617,0.8,1.4,8.5,0.1,1362,3.3%,i,15,4,-2
CN1C(=O)S/C(=C/c2cccnc2)C1=O,-0.1%,-15,679,0.13,-0.13,-0.44,0.52,-0.69,1873,2.3,2.4,13,-2.8,1163,-1.6%,i,-5,-16,-1
O=C(Nc1ccc(CN2CCOCC2)cc1)c1cc2ccccc2o1,-0.7%,-23,580,-0.85,-0.27,-0.23,0.29,0.31,1847,2.0,2.3,6.0,-3.5,1371,-4.9%,i,9,-22,-19
C=CCNC(=O)c1onc(CCl)c1C(=O)OC,-27%,x,x,1.1,-0.16,0.89,-0.52,-0.22,1511,3.5,2.7,3.8,0.7,1428,0.6%,i,8,-21,-3
C=CCn1c(SCC(=O)c2c(N)n(C)c(=O)n(C)c2=O)nnc1-c1ccccc1F,-2.0%,3,708,-2.2,0.59,-0.88,-6.2,0.17,1107,5.1,1.8,10.0,0.2,1068,-0.9%,i,1,-15,6
CC(=O)c1cnn(-c2ccc(Cl)c(Cl)c2Cl)c1C,x,-3,684,0.14,-0.16,0.098,-0.042,-0.07,1085,x,x,x,1.1,1183,x,x,x,x,x
COC(=O)CSc1nc2c(c(-c3ccco3)c1C#N)CCCC2,-3.9%,x,x,-0.84,-0.14,-0.18,-0.058,x,x,5.5,2.3,6.8,-1.5,838,-0.9%,i,-17,-9,0
CCn1c(Cc2ccccc2)nnc1SCC(=O)Nc1ccc(N)cc1,-6.6%,-3,824,-0.44,-0.18,-0.29,0.27,0.52,891,1.2,0.8,11,2.2,940,2.7%,i,-3,12,14
CCN(CC)S(=O)(=O)c1cccc(-c2n[nH]c(=S)n2/N=C/c2ccc(C(=O)OC)cc2)c1,-3.3%,-21,661,0.78,-0.15,0.93,-1.9,-4.7,586,2.0,2.1,7.8,x,x,-4.1%,i,2,9,-8
CC1=CC=CN2C1=NC(=O)CC2(C)C(=O)N(CC(=O)NC1CCCC1)c1ccccc1C (stereo not drawn),1.0%,2,740,-0.32,-0.24,-0.082,0.48,-0.06,1137,1.3,0.8,2.6,1.1,1109,-1.4%,i,19,5,4
CCOc1cc(/C=N/NC(=O)c2cc(C)[nH]n2)ccc1OC(=O)c1ccc([N+](=O)[O-])cc1,-0.2%,x,x,0.044,-0.2,0.6,1.2,0.09,1373,3.2,2.2,5.9,1.4,1370,-0.7%,i,-26,21,-6
O=C1NC(c2ccccc2Cl)=N/C1=C/c1ccco1,x,24,685,0.029,-0.17,0.15,0.68,-0.1,1409,x,x,x,0.9,1313,x,x,x,x,x
COC(=O)CC1C(=O)NCCN1C(=O)c1ccccc1 (stereo not drawn),-2.8%,-6,743,-0.27,-0.27,-0.81,1.4,-0.03,1209,3.1,1.4,5.8,-1.4,1083,3.9%,i,-5,-8,-13
COC(=O)c1cc(NC(=O)c2ccc([N+](=O)[O-])cc2)c(=O)oc1C,-1.9%,-1,659,0.39,0.034,0.51,-0.66,0.6,1673,3.4,2.9,6.5,-2.9,1047,-0.2%,i,-18,6,1
CC(=O)NC(=O)COC(=O)/C=C/c1c(C)nn(Cc2c(Cl)cccc2Cl)c1Cl,-10%,-38,715,-1.1,-0.028,-0.38,0.56,2,799,1.9,1.2,9.8,-3.1,1043,2.7%,i,-5,-3,-22
COC(=O)c1cc2c(N)c(C(=O)c3ccccc3)sc2nc1C(OC)OC,x,-13,694,3.2,-0.22,1.3,-1.8,-0.46,1009,x,x,x,0.7,1329,x,x,x,x,x
O=C(CN1CCCC1)Nc1c2c(nc3ccccc13)N(Cc1ccccc1)CC2,-3.4%,7,756,-0.66,0.63,0.092,0.16,0.2,594,1.5,0.9,3.9,-0.8,1024,3.2%,i,37,-11,-11
C=CCc1c(OC)ccc2ccc(=O)oc12,-4.7%,-11,799,0.88,-0.26,1,1.2,0.12,929,1.7,0.9,1.6,-6.6,1193,-3.2%,i,-12,22,-5
Fc1ccc(/C=N/n2cnn(Cc3ccccc3Cl)c2=S)cc1,-7.6%,13,687,-0.47,-0.37,-0.23,0.64,-0.12,1164,4.0,1.7,0.4,-0.9,1064,x,i,0,18,50
O=C(CSc1nnc2scc(-c3ccccc3)n12)Nc1nsc(-c2ccccc2)n1,-5.5%,-2,677,0.35,-0.2,0.2,1.1,x,x,1.7,1.3,3.9,1.5,998,-1.4%,i,-2,-4,12
COc1cc(C(=O)Nc2cnc(NC(=O)C(C)C)cc2C)cc(OC)c1OC,x,x,x,-0.55,-0.23,-0.17,0.64,x,x,2.1,1.9,10,x,x,x,i,-15,-3,-8
O=C(COc1cccc(Br)c1)NN=C1c2ccccc2-c2ccccc21,-8.7%,15,681,0.83,-0.27,0.17,-0.21,-0.51,1281,11,3.3,0.9,0.0,1096,-2.0%,i,0,2,2
CCOC(=O)C1=C(C)NC(=O)NC1c1ccco1 (stereo not drawn),5.1%,x,x,-0.2,-0.21,0.66,0.5,0.36,1173,1.6,2.0,6.2,-4.1,868,-1.1%,i,16,1,-2
Cc1c(OCc2nn[nH]n2)ccc2c3c(c(=O)oc12)CCCC3,-2.9%,x,x,-0.51,-0.32,0.16,-0.41,1,1301,3.9,2.2,6.5,-1.7,941,6.0%,i,1,-1,2

# Compound activity from PubChem BioAssay.
